Source: PubChem (National Center for Advancing Translational Sciences (NCATS))
JMJD2A Tudor: qHTS Assay for Inhibitors of JMJD2A-Tudor Domain | Potency, µM (highest dose often 114 µM), without a hit: top-dose activity change, negative = inhibition, hits mostly inhibitors | Lysine-specific demethylase 4A (Homo sapiens), O75164 | AID 504339, 2011 | 390,000 compounds, 4.4% hits | AlphaScreen JMJD2A-Tudor / H3K4me3 peptide binding; also: % is scaled to controls: 0 for no effect and ±100 for the full control effect; nearly all actives have a fitted effect of over 50% in size
Tb PGK inh: qHTS Assay to Find Inhibitors of Phosphoglycerate Kinase; Phosphoglycerate kinase, glycosomal (Trypanosoma brucei brucei), P07378; PGK/GAPDH coupled, Kinase-Glo luminescence, 60 min; Potency, µM (series often up to 57.5 µM), for inactives: at the highest dose activity change, negative = inhibition, usual class: inhibitors; 380,000 compounds, 0.043% hits; AID 602233, 2012; also: % is scaled to controls: 0 for no effect and ±100 for the full control effect; nearly all actives have a fitted effect of over 60% in size
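Luminescent ATP detection (Kinase-Glo Plus) follows a 60-minute room-temperature incubation, with wells lacking PGK as controls. Buffer: 100 mM TEA (pH 7.6), 5 mM MgCl2, 0.01% Tween-20. Coupling enzyme GAPDH (100 nM final) supplies unstable 1,3-BPG in-well.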
rTrxR1 inhibitor: qHTS Assay for Inhibitors of Mammalian Selenoprotein Thioredoxin Reductase 1 (TrxR1): qHTS; Potency, µM (series often up to 114 µM), without a hit: top-dose activity change, negative = inhibition, actives largely listed as inhibitors; Thioredoxin reductase 1, cytoplasmic (Rattus norvegicus), O89049; 390,000 compounds, 1% hits; recombinant rTrxR1, NADPH fluorescence consumption, selenite substrate; also: % is scaled to controls: 0 for no effect and ±100 for the full control effect; nearly all actives have a fitted effect of over 65% in size
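Rat TrxR1 (90 nM in the dispensed reagent) was pre-reduced with 400 uM NADPH for 5 min at room temperature, then incubated with compound for 15 min. After 400 uM selenite was added, NADPH fluorescence (Ex 340/Em 450 nm) was followed for 8 min.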
Pin1 inh: qHTS Assay to Find Inhibitors of Pin1; Peptidyl-prolyl cis-trans isomerase NIMA-interacting 1 (Homo sapiens), Q13526; Pin1 FP peptide displacement, HiFluor488, 10 min; Potency, µM (highest dose often 115 µM), inactives show at the highest dose activity, negative = inhibition, most hits filed as inhibitors; 390,000 compounds, 0.009% hits; AID 504891, 2011; active = well fitted inhibition curve with a large enough effect in the polarisation, with a control signal flat, not every such curve was filed as active; inconclusive = small, poorly fitted or top-dose-only effect, or effect the other way, or a change in a side signal; inactive = no such curve, though single readings can be large or run the other way; the % refers to the polarisation; also: % is scaled to controls: 0 for no effect and ±100 for the full control effect
HP1b chromo inh: HTS for Inhibitors of HP1-beta Chromodomain Interactions with Methylated Histone Tails; Potency, µM (series often up to 114 µM), without a hit: top-dose activity change, negative = inhibition, hits mostly inhibitors; 390,000 compounds, 0.56% hits; AlphaScreen HP1-beta / biotin-H3K9me3 peptide binding; Chromobox protein homolog 1 (Homo sapiens), P83916; also: nearly all actives have a fitted effect of over 70% in size; inactives centre near 23
Target sequence (P83916 whole entry, looked up): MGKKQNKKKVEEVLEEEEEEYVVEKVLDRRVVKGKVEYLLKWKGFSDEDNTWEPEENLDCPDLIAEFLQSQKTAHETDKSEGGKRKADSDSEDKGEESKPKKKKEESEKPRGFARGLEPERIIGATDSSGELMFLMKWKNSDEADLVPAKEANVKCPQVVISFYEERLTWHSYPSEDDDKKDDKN
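HP1-beta protein (50 nM final) preincubated 30 min at room temperature with biotinylated H3(1-18)K9me3 peptide (50 nM) in PBS pH 7.4, 0.01% Tween-20, then compound added for 30 min. AlphaScreen streptavidin donor/nickel chelate acceptor beads (10 ug/mL final), 30 min dark, luminescence read.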
RGS4 inhibitor: Inhibitors of Regulator of G Protein Signaling (RGS) 4: qHTS; Regulator of G-protein signaling 4 (Homo sapiens), P49798; Transcreener GDP fluorescence polarization, RGS4-accelerated GTP hydrolysis; Potency, µM (titrated, usually from 114 µM), for inactives: at the top dose activity change, negative = inhibition, hits mostly inhibitors; 390,000 compounds, 0.039% hits; also: % is scaled to controls: 0 for no effect and ±100 for the full control effect; nearly all actives have a fitted effect of over 75% in size; some results filed as inactive show a strong effect at the top dose
Target sequence (P49798 whole entry, looked up): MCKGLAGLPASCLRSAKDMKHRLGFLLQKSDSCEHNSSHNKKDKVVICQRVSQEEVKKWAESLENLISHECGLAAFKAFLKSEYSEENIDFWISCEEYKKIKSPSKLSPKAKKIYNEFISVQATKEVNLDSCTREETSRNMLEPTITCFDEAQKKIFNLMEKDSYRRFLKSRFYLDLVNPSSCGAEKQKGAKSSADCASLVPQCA
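MLSMR compounds (23 nl, pin-transferred) preincubated 10 min at room temperature with a 500nM (2x) first reagent, then RGS4 at 900nM (2x) plus Transcreener GDP mix added; fluorescence polarization (620/688 nm) read before and after 90 min at 30 °C.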
GLS inhibitor: qHTS for Inhibitors of Glutaminase (GLS) | Glutaminase kidney isoform, mitochondrial (Homo sapiens), O94925 | GLS enzymatic activity, qHTS titration | Potency, µM (highest dose often 45.5 µM), inactives show top-dose activity change, negative = inhibition, usual class: inhibitors | 410,000 compounds, 0.21% hits | AID 624170, 2012; also: % is scaled to controls: 0 for no effect and ±100 for the full control effect
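Enzyme dispensed in phosphate buffer (45 mM, pH 8.2, 0.02% Tween-20), compounds pinned in, then 1 mM L-glutamine solution and the glutamate oxidase–HRP–Amplex Red mix added; fluorescence read immediately and again after 30 min at room temperature.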
ERG Ets-DNA blk: qHTS for Small Molecule Inhibitors of the ERG Ets/DNA interaction; fluorescence polarization, His-ERG Ets domain / labelled DNA; Potency, µM (titrated, usually from 76.9 µM), for inactives: top-dose FP activity, negative = inhibition, most hits filed as inhibitors; 370,000 compounds, 0.028% hits; AID 624246, 2012; active = well fitted inhibition curve with a large enough effect in the polarisation, with a control signal flat; inconclusive = small, poorly fitted or top-dose-only effect, or effect the other way, or a change in a side signal; inactive = no such curve, though single readings can be large or run the other way; the % refers to the polarisation;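 also: polarization taken with two DNA probes labelled with fluorescein and Texas red; % of control where 0% means no effect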
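His-tagged ERG Ets domain (1 uM in the protein solution; 300mM KCl, 50mM Tris-HCl, 1mM EDTA, 1mM DTT, pH 7.5) received compound, then a probe mix of 5 nM fluorescein-DNA and 100nM Texas-615-DNA. Fluorescence polarization was read for both dyes.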
12-LOX inh: Primary qHTS assay for inhibitors of human arachidonate 12S-lipoxygenase (ALOX12): Round 2; AID 1671190, 2021; 580,000 compounds, 1.1% hits; purified 12hLO, xylenol orange hydroperoxide absorbance; Polyunsaturated fatty acid lipoxygenase ALOX12 (Homo sapiens), P18054; Potency, µM (titrated, usually from 108 µM), for the others: at the highest dose activity change, negative = inhibition, hits mostly inhibitors; also: % is scaled to controls: 0 for no effect and ±100 for the full control effect
Target sequence (P18054 whole entry, looked up): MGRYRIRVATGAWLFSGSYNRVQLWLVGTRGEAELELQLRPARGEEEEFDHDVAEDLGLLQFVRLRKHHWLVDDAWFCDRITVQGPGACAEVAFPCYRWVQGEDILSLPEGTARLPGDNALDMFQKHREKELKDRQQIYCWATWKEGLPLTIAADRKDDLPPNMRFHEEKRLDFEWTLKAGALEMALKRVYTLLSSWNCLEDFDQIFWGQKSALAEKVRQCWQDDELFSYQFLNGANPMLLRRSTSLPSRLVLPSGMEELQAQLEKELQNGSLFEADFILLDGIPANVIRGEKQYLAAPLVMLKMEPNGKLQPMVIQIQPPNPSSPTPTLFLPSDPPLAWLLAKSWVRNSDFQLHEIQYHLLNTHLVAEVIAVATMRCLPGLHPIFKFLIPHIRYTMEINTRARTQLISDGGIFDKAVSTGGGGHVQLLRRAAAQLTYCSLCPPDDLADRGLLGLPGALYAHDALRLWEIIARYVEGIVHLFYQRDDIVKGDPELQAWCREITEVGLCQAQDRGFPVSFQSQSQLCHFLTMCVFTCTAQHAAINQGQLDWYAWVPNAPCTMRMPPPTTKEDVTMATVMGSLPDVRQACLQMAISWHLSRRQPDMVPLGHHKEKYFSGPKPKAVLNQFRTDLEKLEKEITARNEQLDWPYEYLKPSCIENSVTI
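Purified human 12hLO at 150 nM in 25 mM Hepes, 0.01% Triton X-100, pH 7.0, preincubated 15 min at room temperature with compound. Reaction started with 40 uM arachidonic acid, 30 min at room temperature. Hydroperoxide measured by Fe-xylenol orange, 573/405 nm absorbance ratio.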
An asterisk follows results filed as active; i = inactive; ? = inconclusive; . = not tested or not shown; [ ] = another dose, or the depositor's remark. Unless noted, calls follow the shape of the dose curve; as a rule, active = well fitted curve in the direction sought with a large enough effect; inconclusive = small, poorly fitted or top-dose-only effect, or another doubt; inactive = no such curve, though single readings can be large; an effect the other way counts as inactive or inconclusive. Potency is read from the fitted curve at half-maximal effect. A portion of the library, so the mix of outcomes need not match the whole.

SMILES	JMJD2A Tudor	Tb PGK inh	rTrxR1 inhibitor	Pin1 inh	HP1b chromo inh	RGS4 inhibitor	GLS inhibitor	ERG Ets-DNA blk	12-LOX inh
O=C(COc1ccccc1[N+](=O)[O-])N1CCCc2ccccc21	-15.4%	i	0.7%	-11.6%	19.0%	-3.3%	-6.9%	?	0.0%
Cc1ccc(CNC(=O)C2CCN(C(=O)N3CC(C)Oc4ccc(Cl)cc43)CC2)cc1 (configuration not stated)	-31.6%	-7.8%	4.4%	-0.9%	16.5%	-7.6%	0.7%	-1.4%	-16.9%
COc1cc(OC)c(OC)cc1CNCCSc1nnnn1C	-9.1%	1.2%	14.1%[57.1 µM]	-2.0%	29.0%	-2.5%	0.7%	-0.9%	1.3%
C=CCn1c(SCC(=O)N(CCOC)c2c(N)n(CC(C)C)c(=O)[nH]c2=O)nc2ccccc21	-3.4%	4.9%	24.7%[11.4 µM]	1.2%	19.2%	3.8%	1.9%	-2.7%	-22.4%
CCCNC(=O)COC(=O)c1cc(-c2ccc(OC)cc2)nc2ccccc12	-11.6%	-5.2%	17.5%[57.1 µM]	2.3%	24.4%	-3.1%	0.7%	0.6%	-27.9%
Cc1nnc(NC(=O)c2cccc(S(=O)(=O)N(C)c3cccc(Cl)c3)c2)s1	-12.4%	-9.2%	4.3%	-0.5%	44.4%[activator]	-20.7%	0.4%	-2.7%	0.8%
N=c1c(C(=O)NCC2CCCO2)cc2c(=O)n3ccccc3nc2n1C1CCCC1 (configuration not stated)	-20.0%	-1.7%	89.2%[activator][57.1 µM]	1.2%	-1.4%	-2.2%	6.2%	-6.8%	-11.6%
C/C(=N\Nc1nncc2ccccc12)c1ccc(Cl)c([N+](=O)[O-])c1	-6.8%	i	0.9%	-13.2%	8.4%	1.5%	-2.0%	8.3%	-10.3%
O=C(O)c1ccc(/C=C2\SC(=S)N(NC(=O)c3ccc(Br)cc3)C2=O)cc1	-19.9%	-4.9%	-4.5%	-17.4%	9.7%	-26.4%	-11.3%	43.2%[activator]	-19.5%
O=C(c1ccco1)c1cn[nH]c1-c1ccc(Cl)cc1O	-20.4%	-5.5%	11.1%	-0.3%	24.3%	16.4%	21.2%	-4.5%	0.9%
COc1cccc(/C=c2\s/c(=C/C(=O)c3ccc(C)cc3)[nH]c2=O)c1OC	-22.6%	-1.3%	-2.0%	23.8%	12.5%	-5.3%	-4.5%	15.1%	-27.3%
CC(C)Oc1ccc(/C=C(\NC(=O)/C=C/c2ccco2)C(=O)NCCc2nc3ccccc3[nH]2)cc1	?	-8.2%	17.8µM*	?	-17.0%	-40.2%	-9.5%	-3.2%	-24.9%
COc1ccc(N(C(=O)c2ccco2)C(C(=O)NC2CCCC2)c2ccc(N(C)C)cc2)cc1OC (configuration not stated)	-33.9%	0.0%	2.3%	6.3%	-4.4%	-14.5%	26.2%	3.4%	275.7%[activator]
Cc1ccccc1CNC(=O)Nc1ccc(Cl)cc1	-8.3%	10.5%	12.2%	1.8%	31.2%	24.8%	3.3%	2.2%	12.3%
Cc1ccc(S(=O)(=O)CCc2ccncc2)cc1	-11.0%	-7.4%	-22.1%	10.1%	32.0%	14.3%	-4.1%	11.7%	?
CCOC(=O)c1c(C)[nH]c(C(=O)CSc2nnc(CC(C)c3ccccc3)o2)c1C (configuration not stated)	-16.8%[57.1 µM]	-7.1%	1.4%	17.7%	-10.5%	-27.9%[56.9 µM]	-10.8%	-8.6%	-3.2%
CCOC(=O)C1CCCN(C(=O)c2ccc(Cl)c(S(=O)(=O)N3CCc4ccccc43)c2)C1 (configuration not stated)	-17.2%	5.3%	?	2.4%	8.2%	7.5%	3.3%	6.3%	172.4%[activator]
CC(=O)c1ccc(NS(=O)(=O)c2ccc(CC(C)C)cc2)cc1	-5.2%	-2.7%	28.5%[57.1 µM]	-3.9%	29.8%	-34.0%	-2.9%	7.5%	-11.9%
COc1cccc(NC(=O)CN(C)C(=O)c2ccccc2OCC(=O)Nc2cccc(C(F)(F)F)c2)c1	-23.4%	-7.9%	4.8%	2.2%	6.4%	-29.9%	1.6%	-0.5%	?
CCC1(C)Cc2c(sc3nnn(CC(=O)Nc4ccccc4C)c(=O)c23)CO1 (configuration not stated)	3.2%	i	18.5%	-1.2%	15.5%	-5.0%	-8.9%	5.3%	-27.2%
Oc1ccccc1CN(Cc1ccco1)CC(O)COCc1ccc(Cl)cc1 (configuration not stated)	-10.6%	-3.6%	-3.0%	3.3%	20.3%	19.9%	20.8%	-1.6%	-14.8%
Cc1ccc2c(c1)N(CC(=O)N1CCC(C)CC1)C(=O)c1cccnc1O2	-11.0%	-4.7%	-2.4%	-6.8%	18.4%	-17.2%	-6.5%	-1.2%	-0.3%
Fc1ccc(N/N=C/c2ccc(N3CCOCC3)cc2)c(F)c1	?	i	-50.2%	6.5%	?	-49.8%	6.9%	-1.8%	?
COCCn1c(C)cc(C(=O)COC(=O)c2cc3c(s2)CCC3)c1C	35.5µM*	-22.2%	-17.1%[57.1 µM]	.	?	-28.6%	-16.8%	11.4%	0.0%
COc1ccc(Cl)cc1NC(=O)CC1CCCC1	3.4%	i	1.4%	-12.5%	30.3%	25.8%	-8.2%	-2.2%	-8.0%

Next part:
SMILES	JMJD2A Tudor	Tb PGK inh	rTrxR1 inhibitor	Pin1 inh	HP1b chromo inh	RGS4 inhibitor	GLS inhibitor	ERG Ets-DNA blk	12-LOX inh
CN(C)CCCn1c(SCCN2C(=O)c3ccccc3C2=O)nc2ccccc2c1=O	-26.7%	i	9.0%[57.1 µM]	-2.3%	-6.0%	-4.1%	4.2%	3.6%	17.0%
Nc1ccc(-c2nc3c(Cl)cc(N)cc3[nH]2)cc1	-34.0%	-0.6%	?	7.9%	-15.5%	-25.7%	10.5%	-15.5%	i
CN(Cc1ccccc1)C(=O)c1cccc(NC(=O)Cc2ccc(NC(=O)C3CCCN(C(=O)C4CCCC4)C3)cc2)c1 (configuration not stated)	-10.9%	-0.9%	20.4%	34.0%[activator]	31.7%	9.1%	-0.8%	-13.2%	7.1%
c1ccc(-n2nnnc2-n2nnc3ccccc32)cc1	18.3%	-5.3%	-0.1%	-7.3%	48.4%[activator]	26.4%	0.7%	3.2%	0.0%
Cc1cccc(NS(=O)(=O)c2ccc(Br)s2)n1	-11.3%	28.0%	-14.8%	19.7%	25.1%	14.8%	0.0%	-3.6%	?
O=C(CN1C(=O)S/C(=C/c2ccc(N3CCOCC3)cc2)C1=O)N1CCOCC1	-21.3%	12.5%	-5.7%	?	18.4%	-2.3%	5.1%	-10.4%	-0.5%
CCN(CC)C(=O)[C@H]1CC(CC(=O)NCCN2CCOCC2)C(=O)N2CCc3c([nH]c4ccccc34)[C@]12C (some centres not stated)	-20.5%	i	17.4%	2.2%	22.8%	18.8%	3.7%	1.2%	-4.9%
CCCc1cc(C(=O)NCc2ccc(OC)cc2)no1	7.0%	0.8%	13.8%[57.1 µM]	5.1%	31.5%	-0.6%	-5.9%	-7.5%	10.6%
Cc1cccc(NC(=O)Cn2c(=O)n(Cc3ccc4c(c3)OCO4)c(=O)c3ccccc32)c1	-7.5%	-3.0%	5.8%	21.7%	15.6%	-15.0%	1.0%	-4.0%	-17.1%
O=C(OCc1nnc(-c2ccccc2)o1)c1ccccc1	-19.8%	2.9%	15.8%[57.1 µM]	-2.7%	17.6%	-3.1%	-0.4%	-2.4%	11.0%
COc1cc(CN2CCCCCC2)cc(OC)c1OC	5.01µM*	-4.5%	20.2%[57.1 µM]	-9.9%	?	13.2%	2.4%	11.5%	?
O=C(Nc1ccc(F)cc1)c1sc(Cl)nc1-c1ccccc1	5.3%	6.7%	-3.3%	-0.4%	28.4%	-3.8%	4.3%	-10.8%	0.5%
Cc1c(C(=O)N2CCC(C(N)=O)CC2)oc2ccc(Br)cc12	-12.7%	-6.7%	11.2%[57.1 µM]	-8.9%	-10.9%	-3.1%	-0.1%	1.1%	-24.4%

Part of the list above, with two lines to a compound.
Order of values – JMJD2A Tudor, Tb PGK inh, rTrxR1 inhibitor, Pin1 inh, HP1b chromo inh, RGS4 inhibitor, GLS inhibitor, ERG Ets-DNA blk, 12-LOX inh
O=C(O)c1ccc(/C=C2\SC(=S)N(NC(=O)c3ccc(Br)cc3)C2=O)cc1
    -19.9%, -4.9%, -4.5%, -17.4%, 9.7%, -26.4%, -11.3%, 43.2%[activator], -19.5%
O=C(CN1C(=O)S/C(=C/c2ccc(N3CCOCC3)cc2)C1=O)N1CCOCC1
    -21.3%, 12.5%, -5.7%, ?, 18.4%, -2.3%, 5.1%, -10.4%, -0.5%
